GPR151 ag: activators of human GPR151; PathHunter beta-arrestin GPR151 cells, luminescence; activation, % at 11.2 µM; actives 1% (n = 650,000); in the data active = activation above about 4.9%;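 also: 0% = median of compound wells and 100% = cells with positive control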
FBW7 activator: human FBW7 E3 ligase activation, primary screen | AlphaScreen FBW7–phospho-cyclin E peptide binding, activator screen | Q969H0 | normalized activity (activation), % at 26.1 µM | actives 0.13% (n = 650,000) | AID 1259310; in the data active = normalized activity above about 1.9%;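 also: purified mutant Fbw7 with reduced substrate affinity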
Target sequence (Q969H0 whole entry, looked up): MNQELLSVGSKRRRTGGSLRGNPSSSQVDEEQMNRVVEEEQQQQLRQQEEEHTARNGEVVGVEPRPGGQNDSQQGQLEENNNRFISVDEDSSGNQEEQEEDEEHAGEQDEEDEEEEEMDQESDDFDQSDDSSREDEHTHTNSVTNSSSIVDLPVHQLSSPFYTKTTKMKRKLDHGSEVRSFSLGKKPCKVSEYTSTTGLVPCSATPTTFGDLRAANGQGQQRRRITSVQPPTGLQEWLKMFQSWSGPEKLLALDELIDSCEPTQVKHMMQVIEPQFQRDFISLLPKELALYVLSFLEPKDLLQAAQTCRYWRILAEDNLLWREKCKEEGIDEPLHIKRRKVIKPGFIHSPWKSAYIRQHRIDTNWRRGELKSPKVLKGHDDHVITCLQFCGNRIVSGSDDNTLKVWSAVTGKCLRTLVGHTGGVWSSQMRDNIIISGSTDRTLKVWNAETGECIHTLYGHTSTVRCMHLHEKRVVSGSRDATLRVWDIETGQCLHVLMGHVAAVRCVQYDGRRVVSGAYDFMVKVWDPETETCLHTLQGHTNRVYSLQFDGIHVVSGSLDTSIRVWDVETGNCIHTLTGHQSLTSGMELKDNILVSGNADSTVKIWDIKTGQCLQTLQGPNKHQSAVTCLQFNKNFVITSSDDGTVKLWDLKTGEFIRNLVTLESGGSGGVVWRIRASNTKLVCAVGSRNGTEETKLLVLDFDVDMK
TEAD-YAP block: TEAD-YAP interaction inhibition; actives 1.4% (n = 640,000); AID 1259422; HEK-TIYL cells, TEAD-Gal4/YAP UAS-luciferase luminescence; inhibition, % at 9.12 µM; in the data active = inhibition above about 32%;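 also: 0% = median of test compound wells and 100% = reference inhibitor wells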
MITF primary: inhibitors of human MITF; O75030; AlphaScreen MITF homodimerization, bead proximity signal; inhibition, % at 2.6 µM; actives 0.91% (n = 650,000); in the data active = inhibition above about 50%;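 also: 0% = vehicle wells with protein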
The depositor's hits bear a star; & = joins results of further samples.

SMILES	GPR151 ag	FBW7 activator	TEAD-YAP block	MITF primary
O=C(NCCCn1ccnc1)C(=O)Nc1cccc(C(F)(F)F)c1	1.0	-0.3	3	-5
COc1ccc(CC(=O)Nc2ccc(N(C)C)c3ccccc23)cc1	5.6*	0.5	-1	16
CCOc1ccc(C2CC(=O)n3nc(-c4ccccc4)nc3S2)cc1 (stereo not given)	-0.9	0.0	-5	-9
Cc1cccc(C(=O)OC/C(=N/O)c2ccccc2)c1	-2.8	0.0	-49	-2
COCCn1nnnc1C(c1ccc(OC)cc1)N1CCN(Cc2ccccc2)CC1 (stereo not given)	1.6	0.0	6	0
O=C(Nc1nc(-c2ccc3c(c2)OCO3)cs1)c1nc2ccccc2s1	-1.4	0.0	0	-4
O=C(CC(=O)NC1CCCCC1)N/N=C/c1ccccc1[N+](=O)[O-]	1.7	-0.1	0	5
O=C(Nc1cccc(-c2nc3ccccc3[nH]2)c1)c1cc(Cl)ccc1Cl	0.9	0.1	-23	1
COc1ccc(/C=C/C(=O)Nc2ccc(NC(=O)c3ccco3)c(OC)c2)cc1	-0.5	0.0	-8	20
COc1cc(/C=N\NC(=O)c2ccoc2C)ccc1O	-7.1	-0.1	-50	-3
Cc1ccccc1NC(=O)c1c(NC(=O)c2ccccc2Br)sc2c1CCCCC2	-0.8	0.8	-8	14
Cc1ccc(N2C(=O)CC(NCCc3ccccc3Cl)C2=O)cc1 (stereo not given)	1.4	0.0	1	-1
CC(C)(C)NC(=O)CN(C(=O)C(=O)Nc1ccc2c(c1)OCCO2)C(C)(C)C	-1.1	0.8	1	12
CCOC(=O)c1ccc(NC(=O)C(C(C)C)N2C(=O)c3ccccc3C2=O)cc1 (stereo not given)	2.8	-0.2	3	-5
Cc1ccccc1N(CC(=O)Nc1cccc(Cl)c1Cl)S(C)(=O)=O	-1.2	-0.1	-10	14
COc1cccc(CN(CCO)C(=O)Nc2ccc(-c3cn[nH]c3)cc2OCCO)c1	-1.1	0.1	-19	-2
Cc1ccc(-c2csc3ncc(C(=O)N[C@H](CO)C(C)C)c(=O)n23)cc1	0.2	0.4	-2	12
O=[N+]([O-])c1ccc(Oc2ccc(C(F)(F)F)cc2Br)cc1Oc1ccc(C(F)(F)F)cc1Br	0.1	0.0	-6	3
CN(C)c1ccc(C(=O)N/N=C/c2cccs2)cc1	-0.7	-0.1	-45	-37
CCN(CC)c1ccc2cc(-c3nnc(-c4ccccc4Cl)o3)c(=O)oc2c1	-0.3	0.0	-11	2
NCCC(=O)NC(C(=O)Nc1nc2ccc(-c3cn[nH]c3)cc2s1)c1ccc(Cl)cc1 (stereo not given)	0.7	-0.3	-32	-12
CCCCCOC(=O)C1=C(C)NC(=O)NC1c1ccc(Cl)c(Cl)c1 (stereo not given)	0.1	0.0	3	3
Cc1cccc(Nc2ncc(F)c(Nc3cccc(C)c3)n2)c1	2.5	0.0	4	6
Cc1ccc(NC(=O)CSc2nc3n[nH]c(C)c3c(=N)n2-c2ccc(Br)cc2)cc1	0.5	-0.3	11	-4
COc1ccc(OCC(=O)NCc2nc(-c3cccc(C)c3)no2)cc1	-1.0	-0.1	-4	-3
O=C(N/N=C/c1cc([N+](=O)[O-])ccc1Cl)c1cc(-c2cccs2)[nH]n1	-0.8	-0.1	2	13
COc1ccc(N2CCn3c(SCC(=O)Nc4ccc(Cl)cc4)nnc32)cc1	0.9	0.9	3	-4
Cc1ccccc1OCC(=O)Nc1ccc(S(=O)(=O)N2CCCCC2)cc1	-1.1	0.1	-1	5
C=CCSc1nnnn1-c1ccc(OC)cc1	-0.6	-0.1	16	-4
O=C1C2C3CCC(C3)C2C(=O)N1c1cccc2ccccc12 (stereo not given)	-0.3	-0.3	0	-10
COC(c1ccc2c(c1)CN(C(=O)CC1SC(=O)NC1=O)CCO2)C1CCCCC1 (stereo not given)	2.7	-0.1	1	-2
O=C(c1ccc(CN2CC(=O)N3CSCC3C2=O)cc1)N1CCCCC1 (stereo not given)	3.3	0.7	2	0
COc1cc(C2Nc3ccc(Br)cc3C(c3ccccc3)O2)cc(OC)c1OC (stereo not given)	0.4	0.1	1	4
CCOC(=O)CC1(NC(=O)Cn2cc(NC(=O)COc3ccccc3)cn2)CCCCC1	1.7	0.0	0	-7
Cc1ccc2[nH]c(C)c(CCC(=O)O)c(=O)c2c1	-0.7	0.5	2	18
O=C1NC(=Nc2cccc(O)c2)SC1(CO)CO	0.8	0.0	-10	-1
COc1ccc(CN2CCc3c(nc(N4CCCCC4)[nH]c3=O)C2)cc1Cn1cccn1	-0.1	-0.1	-1	0
COc1cccc(OCCN2CCN(c3ncnc4c3cnn4-c3ccccc3)CC2)c1	0.5	0.2	-5	-10
COc1ccccc1CN1CCC2(CCC(CNC(=O)CSc3ccccc3)O2)CC1 (stereo not given)	-0.3	0.9	2	9
Cc1ccc2cc(C#N)c(NCCNC(=O)c3ccc(F)cc3F)nc2c1	-0.3	-0.1	5	-1

Three entries from above, reformatted.
CCOC(=O)CC1(NC(=O)Cn2cc(NC(=O)COc3ccccc3)cn2)CCCCC1
  GPR151 ag: 1.7; FBW7 activator: 0.0; TEAD-YAP block: 0; MITF primary: -7

Cc1ccc2[nH]c(C)c(CCC(=O)O)c(=O)c2c1
  GPR151 ag: -0.7; FBW7 activator: 0.5; TEAD-YAP block: 2; MITF primary: 18

O=C1NC(=Nc2cccc(O)c2)SC1(CO)CO
  GPR151 ag: 0.8; FBW7 activator: 0.0; TEAD-YAP block: -10; MITF primary: -1

(more compounds)
SMILES	GPR151 ag	FBW7 activator	TEAD-YAP block	MITF primary
CN1N=C(C(=O)N2CCCC(CNC(=O)c3ccc(-c4ccccc4)cc3)C2)CCC1=O (stereo not given)	-1.1	0.0	-15	-13
Cc1ccc(CN2C(=O)C(=O)c3cc(Br)ccc32)cc1	-0.4	-0.1	24	10
CC(=O)c1ccc(NC(=O)C2(S(=O)(=O)c3ccc(C)cc3)CC2)cc1	-1.0	0.0	-1	11
CCN(CC)C(=O)/C(=C\c1cccc([N+](=O)[O-])c1)NC(=O)c1ccc(Br)cc1	-0.8	0.4	1	3
Cc1ccc2c(CN3C(=O)NC4(CCCC4)C3=O)cc(=O)oc2c1	4.5	-0.1	0	2
O=C(Nc1ccc2c(c1)OCO2)c1cc2nc(-c3ccco3)cc(C(F)(F)F)n2n1	2.5	0.3	-6	0
COc1ccc(-n2nc(C(=O)Nc3ccccn3)c3ccccc3c2=O)cc1	-1.7	0.1	7	12
CCOC(=O)C1(CCc2ccccc2)CCN(C(=O)CCC2=NNC(=O)CC2)CC1	0.4	0.0	-9	4
CCN(CC)CCN=Cc1c(O)[nH]c(=S)[nH]c1=O	1.4	0.0	2	7
CCOc1ccc(N(C(C)C(=O)N2CCN(c3ccccc3OC)CC2)S(C)(=O)=O)cc1 (stereo not given)	1.3	-0.1	3	4

Whole records, quoted from the list. Order of values: GPR151 ag	FBW7 activator	TEAD-YAP block	MITF primary
Record of `CCOC(=O)C1(CCc2ccccc2)CCN(C(=O)CCC2=NNC(=O)CC2)CC1` : 0.4	0.0	-9	4
Record of `Cc1ccc(CN2C(=O)C(=O)c3cc(Br)ccc32)cc1` : -0.4	-0.1	24	10
Record of `Cc1ccc2c(CN3C(=O)NC4(CCCC4)C3=O)cc(=O)oc2c1` : 4.5	-0.1	0	2
Record of `CC(=O)c1ccc(NC(=O)C2(S(=O)(=O)c3ccc(C)cc3)CC2)cc1` : -1.0	0.0	-1	11
Record of `CN1N=C(C(=O)N2CCCC(CNC(=O)c3ccc(-c4ccccc4)cc3)C2)CCC1=O` (stereo not given) : -1.1	0.0	-15	-13

Additional structures follow.
SMILES	GPR151 ag	FBW7 activator	TEAD-YAP block	MITF primary
Cc1cc2cc(CNC(=O)CCC3CCCC3)ccc2[nH]1	-0.8	0.2	-2	9
COC(=O)C1=C(C)NC(=O)N(C(C)=O)C1c1ccccc1Cl (stereo not given)	0.6	0.3	8	-5
COc1ccc(/C=N/NC(=O)Cn2cncn2)cc1O	-2.3	0.2	1	11
Cn1nc(C(C)(C)C)cc1C(=O)N1CCC[C@H](C(=O)c2cccs2)C1	-0.1	0.1	0	-1
Cc1cccc(NC(=O)c2ccc(C(=O)c3ccccc3)o2)c1	-2.0	0.3	-81	17
COc1ccccc1CC(=O)Nc1cnc2cnc(-c3cccc(Br)c3)cn12	-0.2	0.1	7	18
CCOc1ccc(-n2nc(C(=O)Nc3ccc(OC)c(OC)c3)c3ccccc3c2=O)cc1	5.6*	0.6	-6	12
CCC1(C)Nc2ccccc2C(=O)N1O (stereo not given)	-0.2	0.2	-3	8
CCCOc1ccccc1C1C(C(=O)OCC)=C(C)NC2=C1C(=O)CC(C)(C)C2 (stereo not given)	-1.1	0.1	6	-6
Cc1cc(F)ccc1NS(=O)(=O)c1ccccc1Br	-1.9	-0.1	2	-7
CC(C)n1c2ccccc2c2nnc(SCC(=O)Nc3ccc(F)c(F)c3)nc21	0.6	0.0	2	-1
COC(=O)c1cccc(CSc2nnc(-c3ccco3)n2-c2ccccc2)c1	0.7	-0.1	2	-5
Cc1cccc(C(=O)/C(C#N)=N/Nc2c(C)n(C)n(-c3ccccc3)c2=O)c1	0.3	-2.1	42*	38
COc1ccc2nc(-c3ccc(F)c(NC(=O)c4ccccc4OC)c3)cn2n1	0.9	-0.1	-18	8
CCN(CC)C(=O)C1CCCN(c2nc(NCCCN3CCCC3=O)nc(N(CC)CC)n2)C1 (stereo not given)	0.6	0.4	5	10
CCCCN(CCCC)Cc1cc2ccccc2c2c1COC2	0.7	-0.3	1	-3
CC(C)N(C(=O)COc1ccc2ccccc2c1)C(C)C	-0.4	0.1	-3	27
CCSCCOC(=O)C1=C(C)NC2=C(C(=O)CCC2)C1c1ccc(C)o1 (stereo not given)	-0.4&-0.8	-0.1&0.0	14&0	6&16
O=c1[nH]c(N2CCCC2)nc2c1CN(Cc1nnnn1Cc1ccccc1)CC2	0.8	-0.1	4	8
O=C(COC(=O)C(c1ccccc1)(c1ccccc1)c1ccccc1)c1ccc(Cl)cc1	-0.5	0.1	3	9
COc1cccc(CN2CCN(Cc3ccc(Cl)cc3)CC2CCO)c1 (stereo not given)	0.5	-0.2	-13	1
COCC(=O)Nc1c(C)nc2cnc(-c3ccoc3)cn12	0.6	-0.2	-4	19
Cc1nn(-c2ccccc2)c(C)c1/C=N/n1c(-c2ccco2)n[nH]c1=S	-0.4	0.0	1	16
O=C(CCc1ccccc1)NCc1nc(-c2ccc(Cl)cc2)no1	-0.5	0.0	12	-3
NC(=O)Cc1ccc(OCC(O)CNN2CCOCC2)cc1 (stereo not given)	-1.3	-0.1	0	-2
COc1ccc(C2C(C(=O)Nc3cc(C)on3)c3ccccc3C(=O)N2C2CCCCC2)cc1 (stereo not given)	0.5	0.1	-2	4
CCNC(=O)C(=O)NCCc1ccc(OC)c(OC)c1	-0.1	0.1	1	4
Cc1cc(C)c2nc(NC(=O)c3cc(=O)c4ccccc4o3)sc2c1	-1.4	-0.2	0	-7
Cn1c(=O)c2c(nc(CN3CCCCC3)n2Cc2ccc(Cl)cc2Cl)n(C)c1=O	-0.4	0.3	8	5
Cn1nnnc1SCCNCc1c(OCc2ccccc2)ccc2ccccc12	-0.6	0.0	-19	18
CC(=O)OCC(CCn1cnc2cnc(N)nc21)COC(C)=O	-2.0&-0.5&-0.3	0.8&-0.1&-0.1	-9&6	-9&16&0
CCOC(=O)N1CCC(NS(=O)(=O)c2ccc3c(c2)oc(=O)n3C)CC1	2.6	0.0	1	8
COc1cccc(C(=O)NNC(=O)C(=O)Nc2cc(OC)ccc2OC)c1	1.7	0.0	1	20
O=C(Cn1c(=O)oc2cc([N+](=O)[O-])ccc21)OCc1cccc2ccccc12	0.3	0.3	2	9
COc1ccc(C(=O)N2CCN(c3nc4c(OC)cccc4s3)CC2)cc1OC	-0.4	0.0	-4	0
CN1CCN(CCCCOc2ccccc2C=O)CC1	0.4	0.1	3	16
CN(C)c1ccc(C2C(C#N)=C(N)N(c3cccc([N+](=O)[O-])c3)C3=C2C(=O)CC(C)(C)C3)cc1 (stereo not given)	1.4	0.2	-1	-4
COc1ccc(C(=O)NNC(=O)c2ccc(F)cc2)cc1	0.1	-0.1	0	-5
COc1cc(/C=C2\C(=O)NC(=O)N(c3cccc(C)c3)C2=O)c([N+](=O)[O-])cc1OC	-0.5	0.5	7	21
CC(C)n1c(Nc2ccccn2)nc2c(NCc3nc4ccccc4[nH]3)ncnc21	-0.3	0.4	-3	15
Cc1cc(C(=O)N/N=C/c2ccccc2O)c(C)o1	-1.1	-0.1	-12	-8
Cn1c(=O)c2cc(C(=O)Nc3ccccc3Cl)n(Cc3ccccc3)c2n(C)c1=O	-0.1	0.1	-12	-13
Cc1ccc(N(CC(=O)Nc2ccc(F)c(F)c2)S(=O)(=O)c2c(C)noc2C)cc1	-1.1	0.3	3	11
O=C1c2cc(Cl)c(Cl)cc2C(=O)N1c1ccc(OCc2ccccc2)cc1	2.2	-0.1	3	1
CC(C)(C)C(=O)NC(=O)Nc1ncc(S(C)(=O)=O)c(-c2ccc(C(F)(F)F)cc2)n1	8.0*	-0.1	-1	-3
Cc1ccc(C2Nc3ccccc3NC3=C2C(=O)CC(C)(C)C3)o1 (stereo not given)	-1.1	-0.1	-2	-10
COc1ccc(Nc2c3c(nc4ccccc24)CCC3)cc1	0.7	0.9	18	15
COC(=O)COc1ccc2c(C)c(-c3ccc(OC)c(OC)c3)c(=O)oc2c1	1.5	0.1	-2	0
Cc1cnc(N2CCCC2CO)nc1NC1CC1 (stereo not given)	2.0	0.1	-1	-5

Compound activity deposited in PubChem BioAssay by The Scripps Research Institute Molecular Screening Center.
